Cav3 T inh = inhibitors of human Cav3.2 T-type calcium channel. Cav3.2-expressing cells, Fluo-4 calcium fluorescence FDSS; active compounds read low. B-score at 10 µM. 100,000 tested, 4% active. O95180;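 active = single-dose well whose peak fluorescence ratio is a statistical outlier from its plate by either plate-standardised score or position-corrected B-score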
Target sequence (O95180 whole entry, looked up): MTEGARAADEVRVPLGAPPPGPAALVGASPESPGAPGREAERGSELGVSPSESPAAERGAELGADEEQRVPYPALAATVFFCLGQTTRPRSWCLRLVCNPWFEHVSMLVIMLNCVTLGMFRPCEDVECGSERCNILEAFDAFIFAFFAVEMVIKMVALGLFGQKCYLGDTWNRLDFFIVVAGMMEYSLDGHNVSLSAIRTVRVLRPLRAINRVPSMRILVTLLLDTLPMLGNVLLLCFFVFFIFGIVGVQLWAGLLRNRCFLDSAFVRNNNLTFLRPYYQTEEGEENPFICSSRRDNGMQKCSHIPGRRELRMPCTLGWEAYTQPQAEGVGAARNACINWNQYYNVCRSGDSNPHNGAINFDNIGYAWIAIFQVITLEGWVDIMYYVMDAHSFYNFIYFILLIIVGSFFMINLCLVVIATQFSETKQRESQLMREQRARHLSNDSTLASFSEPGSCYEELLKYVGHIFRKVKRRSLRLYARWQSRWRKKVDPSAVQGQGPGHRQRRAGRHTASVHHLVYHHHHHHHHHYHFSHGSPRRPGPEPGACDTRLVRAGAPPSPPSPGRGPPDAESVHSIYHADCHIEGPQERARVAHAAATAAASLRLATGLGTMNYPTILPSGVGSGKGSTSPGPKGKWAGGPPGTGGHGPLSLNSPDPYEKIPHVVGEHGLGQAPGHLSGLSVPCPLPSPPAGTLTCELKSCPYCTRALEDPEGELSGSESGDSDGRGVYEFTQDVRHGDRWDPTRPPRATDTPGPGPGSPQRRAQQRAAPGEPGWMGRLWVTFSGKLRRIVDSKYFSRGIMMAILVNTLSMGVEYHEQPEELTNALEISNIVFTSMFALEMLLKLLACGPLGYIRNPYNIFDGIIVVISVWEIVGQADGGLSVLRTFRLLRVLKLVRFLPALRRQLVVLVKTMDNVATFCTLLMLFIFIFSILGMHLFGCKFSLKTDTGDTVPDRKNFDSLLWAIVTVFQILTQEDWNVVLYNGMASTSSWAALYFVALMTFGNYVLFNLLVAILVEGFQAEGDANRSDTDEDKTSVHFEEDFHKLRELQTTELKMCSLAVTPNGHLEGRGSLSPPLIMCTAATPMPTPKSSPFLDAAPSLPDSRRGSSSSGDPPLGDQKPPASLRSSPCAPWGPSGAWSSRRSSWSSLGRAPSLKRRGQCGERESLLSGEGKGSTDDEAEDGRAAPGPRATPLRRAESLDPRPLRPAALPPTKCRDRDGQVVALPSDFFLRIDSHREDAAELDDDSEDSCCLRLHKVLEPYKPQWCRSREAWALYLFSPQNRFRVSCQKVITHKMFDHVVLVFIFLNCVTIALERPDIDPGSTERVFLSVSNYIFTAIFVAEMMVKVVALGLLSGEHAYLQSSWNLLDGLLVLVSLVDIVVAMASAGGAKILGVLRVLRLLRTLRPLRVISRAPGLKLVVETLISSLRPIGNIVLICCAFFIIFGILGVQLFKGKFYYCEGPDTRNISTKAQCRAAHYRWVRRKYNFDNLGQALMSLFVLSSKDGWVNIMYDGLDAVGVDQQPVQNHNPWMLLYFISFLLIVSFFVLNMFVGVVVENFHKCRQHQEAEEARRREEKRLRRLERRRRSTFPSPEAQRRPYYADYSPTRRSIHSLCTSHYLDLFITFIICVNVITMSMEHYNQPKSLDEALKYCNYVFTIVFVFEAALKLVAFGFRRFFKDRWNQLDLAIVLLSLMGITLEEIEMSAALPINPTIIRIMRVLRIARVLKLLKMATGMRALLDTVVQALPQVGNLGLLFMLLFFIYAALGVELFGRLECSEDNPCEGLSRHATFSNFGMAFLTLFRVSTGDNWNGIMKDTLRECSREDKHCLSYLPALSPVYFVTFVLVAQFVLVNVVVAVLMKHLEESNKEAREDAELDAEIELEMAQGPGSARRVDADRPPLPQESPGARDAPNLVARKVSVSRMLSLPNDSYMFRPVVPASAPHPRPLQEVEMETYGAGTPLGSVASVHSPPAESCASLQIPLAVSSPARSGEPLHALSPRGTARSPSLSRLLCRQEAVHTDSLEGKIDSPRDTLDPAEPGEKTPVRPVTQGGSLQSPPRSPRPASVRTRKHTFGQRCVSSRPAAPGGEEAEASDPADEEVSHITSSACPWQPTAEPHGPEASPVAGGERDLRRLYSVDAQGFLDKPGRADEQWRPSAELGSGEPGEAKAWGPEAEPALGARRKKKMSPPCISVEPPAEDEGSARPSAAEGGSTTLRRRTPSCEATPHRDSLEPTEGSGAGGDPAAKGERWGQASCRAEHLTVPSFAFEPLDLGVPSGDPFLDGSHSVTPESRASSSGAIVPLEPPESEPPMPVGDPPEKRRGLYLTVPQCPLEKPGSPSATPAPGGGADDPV
* = called active by the depositor. Not all compounds are listed; count on the stated rates, not on these rows.

SMILES	Cav3 T inh
CN(C)S(=O)(=O)c1cc([N+](=O)[O-])ccc1N1CCCCCC1	-2.8
Cc1c(NC(=O)CCCOc2ccccc2)cccc1[N+](=O)[O-]	-0.16
COCC(=O)Nc1nnc(C2CCCCC2)s1	0.38
Cc1ccc(N=Nc2c(C)[nH][nH]c2=O)c(C)c1	-0.67
CCO[C@H]1OC(C(N)=O)=C[C@@H](c2csc3ccccc23)[C@@H]1CCCO	1
N#CC1=C(N)Oc2cc3c(cc2C1c1ccc(Cl)cc1)OCO3 (stereo not given)	-0.49
Nc1nc(-c2ccco2)nn1C(=O)c1ccccc1	0.94
CC1CCCCN1CCCNC(=O)c1ccc2c(=O)n(CCc3ccccc3)c(=O)[nH]c2c1 (stereo not given)	0.75
O=C(CCn1c(=O)oc2ccccc21)N1CCN(c2ccccc2F)CC1	-0.54
O=C1c2ccccc2C(=O)N1CC1CCCO1 (stereo not given)	0.39
Cc1cc(-c2ccco2)n(CC(=O)NCCN(C)C)n1	0.34
Cc1cccc(NC(=O)c2ccc(N(C)C3CCCCC3)c([N+](=O)[O-])c2)n1	-3
Cc1nc2oc3c(NCC4CCCO4)ncnc3c2c2c1COC(C)(C)C2 (stereo not given)	1.2
CCCCS(=O)(=O)N1CN(S(=O)(=O)CCCC)C2NC(=O)NC21 (stereo not given)	-0.018
CC1Cc2ccccc2N1C(=O)CSc1nnnn1C(C)C (stereo not given)	0.073
COc1ccc(OC)c(NC(=O)CCN2CCCC(C)C2)c1 (stereo not given)	-1.2
O=C(CSc1nnnn1-c1ccccc1)Nc1nsc(-c2ccc(Cl)cc2)n1	-0.11
N#Cc1nc(COc2cccc(Cl)c2)oc1NCc1ccncc1	-2.9
Cc1occc1-c1nnc(SCC(=O)c2ccc(Cl)cc2)n1C	0.19
O=C(COc1ccccc1)N/N=C/c1cc2c(cc1[N+](=O)[O-])OCO2	-0.24
COc1ccc(N(CC(O)CN2C(=O)NC(C)(C)C2=O)S(=O)(=O)c2ccc(C)cc2)cc1 (stereo not given)	-0.051
CCCCS/C(N)=N/N=C/c1ccccc1O	-1
COc1cccc(OC)c1OCC(O)CN1CCN(c2ccccc2)CC1 (stereo not given)	0.84
CCC(C)NS(=O)(=O)c1ccc(OCC(=O)N2CCC(C)CC2)cc1 (stereo not given)	0.35
COc1ccccc1-c1nc(C(N)=O)c2[nH]c(=O)n(-c3cccc(C)c3)c2n1	-0.52

(further entries)
SMILES	Cav3 T inh
COc1cc(CSc2ncn[nH]2)c(OC)cc1CSc1ncn[nH]1	-0.64
COc1ccccc1NC(=O)C1=C(C)Nc2nc(-c3cccs3)nn2C1c1cccnc1 (stereo not given)	-0.29
CCCC(=O)OCC(=O)Nc1ccc(OC(F)F)cc1	0.31
COCCOc1ccc(C(F)(F)F)cc1NC(=O)COC(=O)c1c(C)noc1C	-1.6
Cc1cccc(N2CCN(Cc3oc(CO)cc(=O)c3O)CC2)c1C	1.1
COCCn1c(SCC(=O)Nc2sc(C)c(C)c2C#N)nnc1-c1ccc(OC)cc1	-0.52
COCCOC(=O)c1[nH]c2c(c1C)C(=O)CC(c1ccc(F)cc1)C2 (stereo not given)	-0.18
CCn1c(SCC(=O)NNC(=O)c2ccc(C)cc2)nnc1-c1ccncc1	1
CC(C)Nc1nc(Oc2ccc(Cl)cc2)cc(C(F)(F)F)n1	-0.053
CNC(=O)Nc1ccccc1NC(=O)NC	0.37
CC(=O)Nc1ccc(S(=O)(=O)N2CCN(CCC#N)CC2)cc1	1.5
Clc1ccc(C2=Nn3c(nnc3-c3n[nH]c4c3CCC4)SC2)cc1Cl	-3.4
CC(C)c1cc(Nc2cccc(O)c2)cc(C(C)C)c1O	-0.11
O=C(Oc1ccccc1Cl)c1ccc(-n2cncn2)nc1	1.2
Cc1ccc(NS(=O)(=O)c2ccc(CCC(=O)NCCO)cc2)cc1	-0.17
CC1CN(c2nc3c(c(=O)[nH]c(=O)n3C)n2Cc2ccccc2F)CC(C)O1 (stereo not given)	0.46
COc1ccc(/C=C\C(=O)CC(O)(c2ccccc2)C(F)(F)F)cc1 (stereo not given)	-2.4
COCCCNC(=O)CSc1ccc(Cl)cc1	0.64
COc1ccc(C(=O)c2c[nH]c3ccccc23)cc1	-0.16
Cc1ccc(-c2nc(C#N)c(NCc3cccc4c3OCO4)o2)cc1	-1.1
CC(=O)c1cc(OC(=O)N2CCOCC2)ccc1OC(=O)N1CCOCC1	0.91
COCCNC(=O)c1onc(CSc2cc(C)ccc2C)c1C(=O)O	-0.87
C=CCc1cccc2cc(C(=O)N(CC)CC)c(=O)oc12	1.6
CCOC(=O)c1cc(CC)sc1NC(=O)C1CC1	1
CN(CC(=O)NCCc1ccc(Cl)cc1)S(=O)(=O)c1ccc2c(c1)c(=O)n(C)c(=O)n2C	0.59

(next part)
SMILES	Cav3 T inh
CCOc1ccc(-c2nnn(CCC(=O)O)n2)cc1OC	-0.44
Cc1noc(C)c1CSc1nnc2scc(-c3ccc(Cl)cc3)n12	0.36
O=C1c2ccccc2C(=O)N1CCSc1ncn[nH]1	-1.1
O=c1cc(C(F)(F)F)oc2c1ccc1ccccc12	0.73
COC(=O)c1sc2cnccc2c1N	0.69
CCCC(c1nnnn1CS(=O)(=O)c1ccc(C)cc1)N1CCN(c2ccccc2)CC1 (stereo not given)	-3.5
CCS(=O)(=O)NCC(c1cccnc1)N1CCN(c2ccccc2OC)CC1 (stereo not given)	0.3
COc1ccc(C2=NOC(C(=O)NCCCn3ccnc3)C2)cc1 (stereo not given)	-0.22
CCC(=O)N1CCN(c2c(Cl)cccc2[N+](=O)[O-])CC1	0.075
FC(F)(F)c1nc(-c2ccncc2)ncc1-c1nnnn1-c1ccccc1	0.45
O=C(CSc1nnc(-c2cc3ccccc3cc2O)n1Cc1ccco1)N1CCc2ccccc2C1	-5.1*
Cc1ccc(NC(=O)c2ccccc2OCC(=O)c2ccccc2)cc1	-0.7
COc1ccc(CN2CCCCCC2)c(C)c1C	0.029
COc1ccc(S(=O)(=O)C(C#N)c2nc3ccccc3nc2N2CCC(C)CC2)cc1 (stereo not given)	-0.33
Cc1cc(C)cc(NC(=O)Cn2c(=O)oc3cc(S(=O)(=O)N4CCC(C)CC4)ccc32)c1	-1.3
COc1cc(/C=N/NC(=O)c2ccncc2)ccc1OC(=O)c1ccc([N+](=O)[O-])cc1	-0.11
c1ccc(CSc2nnc(-c3ccco3)c(-c3ccco3)n2)cc1	0.23
CCCN1CCC(=O)N(CCSc2ccc(OC)cc2)CC1	1.1
COc1ccccc1C1CC(c2ccc(C)cc2)Nc2ncnn21 (stereo not given)	-1.8
Cc1ccc(S(=O)(=O)NCc2nnc(SCC(=O)Nc3cccc(C)c3C)n2C)cc1	-3.8
Cc1ccc(NC(=O)C2CCCN(S(=O)(=O)c3c(C)noc3/C=C/N(C)C)C2)cc1F (stereo not given)	-0.024
OC(COCC1COc2ccccc2O1)CN1CCc2ccccc2C1 (stereo not given)	-0.1
COc1ccc(C2=NOC(C)(c3nnc(Cc4ccccc4)o3)C2)cc1 (stereo not given)	0.26
O=C(NCCc1ccccc1)c1nc2ncccn2n1	0.21
COC(=O)c1cccc(NC(=O)CN2CCOCC2)c1	0.5

New compounds follow.
SMILES	Cav3 T inh
CN1CCN(c2nc(-c3ccccc3)cc(C(F)(F)F)n2)CC1	-0.55
CCOC(=O)Nc1ccc2c(c1)ncn2C1CCCCC1	0.54
CCc1c(C)nc2ncnn2c1Nc1ccc(C#N)c(Cl)c1	0.76
O=C(OCc1ccccc1)C1CCCN1C(=O)c1ccccc1[N+](=O)[O-] (stereo not given)	0.86
CCOC(=O)C1=C(C)N=C2SC(CC)C(=O)N2C1c1cccc(F)c1 (stereo not given)	-2.2
Cc1ccnc(SCC(=O)N2CCN(c3ccccc3)CC2)n1	0.94
CCc1ccc(NC(=O)CNC(=O)c2cn(-c3ccccc3OC)c(=O)c3ccccc23)cc1	-4.2*
O=C(N/N=C1\CCCc2ccccc21)c1cccc([N+](=O)[O-])c1	0.33
O=C(CS(=O)(=O)c1cn(Cc2ccc(F)cc2)c2ccccc12)N1CCCCC1	-0.56
O=C(c1ccc(S(=O)(=O)N2CCOCC2)cc1)N1CCN(c2ccccc2F)CC1	0.094
Cn1c(Cc2csc(N)n2)nnc1SCC(=O)NC1CCCCC1	-0.67
COc1cccc(N(CC(=O)NCCSc2ccccc2)S(C)(=O)=O)c1	0.28
CCCCOc1ccc(C(=O)NCC(=O)OC2CCOC2=O)cc1 (stereo not given)	0.62
CC1SCCN1S(=O)(=O)c1ccc2ccccc2c1 (stereo not given)	-2.6
O=C(Nc1ccon1)c1cnc2sccn2c1=O	0.46
COc1ccc(/C=N\NC(=O)CCN2CCN(c3ccccc3)CC2)cc1OC	0.55
Cc1noc(C)c1S(=O)(=O)N1CCC(Cc2ccccc2)CC1	-1.8
COc1ccc2c(C)c(C(=O)NCC(C)O)oc2c1OC (stereo not given)	-0.033
O=C(OCCN1CCN(c2ncc(C(F)(F)F)cc2Cl)CC1)c1ccc(F)cc1	-0.068
CC(C)Oc1ccccc1C1Nc2ccccc2C(=O)N1c1ccc2c(c1)OCCO2 (stereo not given)	-3
O=C(Cn1c(C(=O)N2CCN(C3CCCCC3)CC2)cc2sccc21)c1ccccc1	-0.23
COc1cccc(Cn2c(NCc3cccnc3)nc3c2c(=O)n(C)c(=O)n3C)c1	1.1
Cc1ccc(NC(=O)COC(=O)c2ccc3c(c2)NC(=O)C2CCCN32)cc1 (stereo not given)	-0.48
CCc1c(C)nc(N)n2c(SCC(=O)N3CCCc4ccccc43)nnc12	1.5
CCOC(=O)C1CCN(Cc2coc3ccc(Cl)cc3c2=O)CC1	1.7

Among those listed so far, 14 contain a Cl atom.
SMILES	Cav3 T inh
N#CC1=C(N)Oc2cc3c(cc2C1c1ccc(Cl)cc1)OCO3 (stereo not given)	-0.49
O=C(CSc1nnnn1-c1ccccc1)Nc1nsc(-c2ccc(Cl)cc2)n1	-0.11
N#Cc1nc(COc2cccc(Cl)c2)oc1NCc1ccncc1	-2.9
Cc1occc1-c1nnc(SCC(=O)c2ccc(Cl)cc2)n1C	0.19
CC(C)Nc1nc(Oc2ccc(Cl)cc2)cc(C(F)(F)F)n1	-0.053
Clc1ccc(C2=Nn3c(nnc3-c3n[nH]c4c3CCC4)SC2)cc1Cl	-3.4
O=C(Oc1ccccc1Cl)c1ccc(-n2cncn2)nc1	1.2
COCCCNC(=O)CSc1ccc(Cl)cc1	0.64
CN(CC(=O)NCCc1ccc(Cl)cc1)S(=O)(=O)c1ccc2c(c1)c(=O)n(C)c(=O)n2C	0.59
Cc1noc(C)c1CSc1nnc2scc(-c3ccc(Cl)cc3)n12	0.36
CCC(=O)N1CCN(c2c(Cl)cccc2[N+](=O)[O-])CC1	0.075
CCc1c(C)nc2ncnn2c1Nc1ccc(C#N)c(Cl)c1	0.76
O=C(OCCN1CCN(c2ncc(C(F)(F)F)cc2Cl)CC1)c1ccc(F)cc1	-0.068
CCOC(=O)C1CCN(Cc2coc3ccc(Cl)cc3c2=O)CC1	1.7

More records follow.
SMILES	Cav3 T inh
COc1ccc(C2=CC(=O)OC3(CCCC3)O2)cc1	0.014
CCN(CC)c1ccc2cc(C(N)=O)c(=O)oc2c1	-1.7
CC(C)n1cnc2c(Nc3ccc(C(=O)O)cc3)nc(Cl)nc21	1.2
CC(C)C(c1nnnn1Cc1ccccc1)N1CCN(Cc2ccc3c(c2)OCO3)CC1 (stereo not given)	-0.93
Cn1c2c(c(=O)n(C)c1=O)C1c3ccccc3OCC1C(C)(C)O2 (stereo not given)	-0.49
Cc1c(C(=O)OC(C)C)sc(NC(=O)c2cccnc2)c1C#N	-2.1
CC(C)C(c1nnnn1C1CCCCC1)N1CCOCC1 (stereo not given)	0.13
CCOC(=O)c1c(C)[nH]c(C)c1C(=O)CN1C(=O)NC2(CCC(C)CC2)C1=O (stereo not given)	-0.094
CN1CCN(C(=O)c2cc3c(n(-c4ccccc4)c2=O)CC(C)(C)CC3=O)CC1	0.34
C=C1C(C(=O)N2CCOCC2)C1C(=O)N1CCOCC1 (stereo not given)	1.7
Cc1cc(NS(=O)(=O)c2ccc(NC(=O)Nc3cccc(Cl)c3)cc2)no1	0.11
COc1ccccc1C(=O)NCC(=O)OC(C)C(=O)NC(=O)NC1CCCCC1 (stereo not given)	0.093
CC(C)=CC(=O)O[C@H]1[C@@H]2[C@H](C)C(=O)O[C@@H]2C[C@@H](C)[C@@H]2[C@@H](O)CC(=O)[C@]21C	-0.68
CCOCC(=O)Nc1nc2ccccc2s1	-0.014
COc1ccc(C(=O)Nc2ccccc2-c2nnn(CC(=O)Nc3ccc4c(c3)OCCO4)n2)cc1	-0.043
O=S(=O)(NC1=NCCCCC1)c1cccs1	-0.11
COc1ccc([C@H]2/C=C\CN(S(=O)(=O)c3ccc4ccccc4c3)[C@@H](C)C(=O)N2Cc2ccc(F)cc2)cc1	-2.1
Cc1ccccc1-n1c(CSC(=N)N)nc2ccccc2c1=O	-2.4
CCOC(=O)N1CCN(C(=O)c2oc3ccc(S(=O)(=O)N4CCCCCC4)cc3c2C)CC1	2
CCN(CC)CCCNC(=O)c1cc2c(=O)n(C)c3ccccc3c2n1C	0.71
Cn1nc(-c2ccc(Cl)cc2)nc2c(=O)n(C)c(=O)nc1-2	-2.6
CSCCC(C(=O)NCc1cccs1)N1C(=O)c2ccccc2C1=O (stereo not given)	0.99
O=c1c2ccccc2nc(CSc2nnnn2-c2ccccc2)n1-c1cccc(C(F)(F)F)c1	-0.31
Cc1nn(-c2nc3ccccc3[nH]2)c(N)c1-c1ccccc1	-2.5
Nc1nonc1-c1nc2ccccc2n1Cc1ccc(Cl)cc1	1.5
COC(=O)c1ccccc1NC(=O)N1c2ccccc2CC1C (stereo not given)	-1.6
CN(C)C(=O)CN1C(=O)C2CCCCN2C(=O)c2ccccc21 (stereo not given)	-0.063

Quoted at random: 3 compounds from above, in no set order.
SMILES	Cav3 T inh
Cc1noc(C)c1S(=O)(=O)N1CCC(Cc2ccccc2)CC1	-1.8
COc1ccc(C2=NOC(C(=O)NCCCn3ccnc3)C2)cc1 (stereo not given)	-0.22
Cc1ccc(NC(=O)C2CCCN(S(=O)(=O)c3c(C)noc3/C=C/N(C)C)C2)cc1F (stereo not given)	-0.024

Source: PubChem BioAssay
